Screening data as filed in PubChem.
MsrA inhibitor – inhibits bovine methionine sulfoxide reductase A. AID 651718. inhibition, % at 15.5 µM. purified bovine MsrA, absorbance read-out. 0.75% of 360,000 active; in the data active means inhibition above about 4.5%;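 further: 0% = vehicle wells with enzyme and 100% = reference inhibitor wells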
The depositor's hits bear a star. Only part of the results is shown; count on the stated rates, not on these rows.

SMILES	MsrA inhibitor
O=S(=O)(c1ccc(Cl)cc1)N1Cc2ccc(Br)cc2-n2nncc2C1	0.7
N#Cc1ccc2nc(-c3ccc(CN4CCC(n5nnc6ccccc65)CC4)cc3)c(-c3ccccc3)nc2c1	2.0
CC(=O)C1=C(C)OC2=C(C(=O)CCC2)[C@@]12C(=O)N(C)c1ccccc12	-0.5
O=C1NC(=O)N(c2ccccc2)C(=O)/C1=C\c1ccc([N+](=O)[O-])s1	0.4
COc1cc2c(cc1OC)C(c1c(O)n(CCc3ccccc3)c(=S)[nH]c1=O)NCC2 (stereo not given)	0.0
O=C(NC1CN2CCC1CC2)c1ccc(Cl)cc1 (stereo not given)	-1.6
CN1CC[C@@H]2CN[C@H](c3ccccc3Br)C[C@@H]21	-1.1
COc1ccc(N2C(=O)/C(=C/C=C/c3ccccc3[N+](=O)[O-])C(=O)NC2=S)cc1	1.6
CC(C)Oc1ccc(Cc2c(O)[nH]c(=O)[nH]c2=O)cc1	0.6
C1=C(c2c[nH]c3ccccc23)CCNC1	0.0
COc1cccc(NC2=NCCS2)c1	1.1
c1ccc2c(CNC3CCCCC3)c[nH]c2c1	-0.9

2 of the compounds above, field by field:
N#Cc1ccc2nc(-c3ccc(CN4CCC(n5nnc6ccccc65)CC4)cc3)c(-c3ccccc3)nc2c1
  MsrA inhibitor: 2.0

CC(=O)C1=C(C)OC2=C(C(=O)CCC2)[C@@]12C(=O)N(C)c1ccccc12
  MsrA inhibitor: -0.5

More compounds.
SMILES	MsrA inhibitor
O=C(NCCN1CCC2(CC1)C(=O)NCN2c1ccccc1)c1cc(C(F)(F)F)ccc1C(F)(F)F	-0.7
CS(=O)(=O)N1Cc2cc(Br)ccc2-n2nncc2C1	-0.2
CN1OC[C@@H]2CN3C4(C[C@@H]21)c1ccccc1C3(c1ccccc1)c1ccccc14	1.8
O=C1C2CC=CCC2C(=O)N1SC(Cl)(Cl)Cl (stereo not given)	0.0
CCCN(CCC)CCc1c[nH]c2ccccc12	-0.9
Clc1cc(Cl)cc(CN2Cc3cc(Br)ccc3-n3nncc3C2)c1	-1.1
Fc1ccc2nc(-c3ccc(CN4CCC(n5nnc6ccccc65)CC4)cc3)c(-c3ccccc3)nc2c1	1.7
c1ccc(CCN2CCC3CCNC3C2)cc1 (stereo not given)	-0.2
O=P(OCCCl)(OCCCl)OCCCl	0.9
Cc1cccc2nc(-c3ccccc3)c(-c3ccc(CN4CCC(n5c(=O)[nH]c6cc(Cl)ccc65)CC4)cc3)nc12	2.7
CCN1CCN(Cc2cc(OC)c(OC)cc2[N+](=O)[O-])CC1	3.3
Cc1cc(O)ccc1Cl	-1.3

Part of the list above, as a markdown table:
| Structure | MsrA inhibitor |
| --- | --- |
| COc1ccc(N2C(=O)/C(=C/C=C/c3ccccc3[N+](=O)[O-])C(=O)NC2=S)cc1 | 1.6 |
| CC(C)Oc1ccc(Cc2c(O)[nH]c(=O)[nH]c2=O)cc1 | 0.6 |
| C1=C(c2c[nH]c3ccccc23)CCNC1 | 0.0 |
| COc1cccc(NC2=NCCS2)c1 | 1.1 |
| c1ccc2c(CNC3CCCCC3)c[nH]c2c1 | -0.9 |
| O=C(NCCN1CCC2(CC1)C(=O)NCN2c1ccccc1)c1cc(C(F)(F)F)ccc1C(F)(F)F | -0.7 |
| CS(=O)(=O)N1Cc2cc(Br)ccc2-n2nncc2C1 | -0.2 |
| CN1OC[C@@H]2CN3C4(C[C@@H]21)c1ccccc1C3(c1ccccc1)c1ccccc14 | 1.8 |
| O=C1C2CC=CCC2C(=O)N1SC(Cl)(Cl)Cl (stereo not given) | 0.0 |
| CCCN(CCC)CCc1c[nH]c2ccccc12 | -0.9 |
| Clc1cc(Cl)cc(CN2Cc3cc(Br)ccc3-n3nncc3C2)c1 | -1.1 |
| Fc1ccc2nc(-c3ccc(CN4CCC(n5nnc6ccccc65)CC4)cc3)c(-c3ccccc3)nc2c1 | 1.7 |
| c1ccc(CCN2CCC3CCNC3C2)cc1 (stereo not given) | -0.2 |
| O=P(OCCCl)(OCCCl)OCCCl | 0.9 |
| Cc1cccc2nc(-c3ccccc3)c(-c3ccc(CN4CCC(n5c(=O)[nH]c6cc(Cl)ccc65)CC4)cc3)nc12 | 2.7 |
| CCN1CCN(Cc2cc(OC)c(OC)cc2[N+](=O)[O-])CC1 | 3.3 |
| Cc1cc(O)ccc1Cl | -1.3 |

More records:
SMILES	MsrA inhibitor
O=C(c1ccccc1)N1Cc2cc(Br)ccc2-n2nncc2C1	-1.1
O=C1NC(=O)C(=Cc2ccc3c(c2)OCO3)C(=O)N1	1.6
COc1cccc(-c2ccc3c(c2)C2c4cnnn4-c4ccccc4C(=O)N2CC3)c1 (stereo not given)	1.8
Clc1ccc([C@@H]2CC3CCC2N3)cn1 (stereo not given in full)	-0.8
COC(=O)C1C(OC(=O)c2ccccc2)CC2CCC1[N+]2(C)C (stereo not given)	-0.8
CCN(CC)C(=O)[C@@H]1C=C2c3cccc4[nH]c(Br)c(c34)C[C@H]2N(C)C1	0.0
CC1C2Cc3ccc(O)cc3C1(C)CCN2CC1CC1 (stereo not given)	-0.8
CC[C@]12CCN(CC3(O)CC3)C(Cc3ccc(O)cc31)C2(C)C	-1.1
N#Cc1ccc(NC(=S)N2Cc3ccc(Br)cc3-n3nncc3C2)cc1	1.3
C/C(=N\NC(=O)c1ccncc1)c1c(O)[nH]c(=O)[nH]c1=O	-0.2
CCN(C)C(C)Cc1cccc(C(F)(F)F)c1 (stereo not given)	-1.1
Cc1cc(N2CCNC[C@@H]2C)ccc1N1CCN[C@@H](C)C1	-0.1
Cc1ccc(C(=O)NCCN2CCC3(CC2)C(=O)NCN3c2ccccc2)cc1	0.5
Cc1ccc(OC(=O)N(C)C[C@H]2OCc3cnnn3CCCC(=O)N([C@@H](C)CO)C[C@@H]2C)cc1	-0.6
CC(C)C(CN1CCC(C)(c2cccc(O)c2)[C@@H](C)C1)NC(=O)C1Cc2ccc(O)cc2CN1 (stereo not given in full)	-1.1
